Screening data deposited in PubChem by several laboratories.
Myeloid diff 2 = induction of myeloid progenitor differentiation, primary screen, cell-based, flow cytometry, MLPCN library; ER-HoxA9 myeloid progenitors, lysozyme-GFP differentiation; calls only at 10 µM; actives 1% (n = 360,000);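 active means normalized GFP-positive differentiation at or above the plate's own cutoff, the solvent-only control mean plus 3 SD; inconclusive means no clear call, values can overlap the other calls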;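 further: cells exposed to compound for four days before flow analysis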
SIAH1 antagonists = Siah-1 peptide-binding antagonists, primary screen, biochemical, fluorescence polarization, rhodamine-plectin, uHTS (AID 1817). E3 ubiquitin-protein ligase SIAH1 (Homo sapiens). actives 0.02% (n = 290,000). Siah-1 / rhodamine-plectin peptide fluorescence polarization; higher % means a stronger effect. displacement, % at 20 µM; hits with a dose series show IC50 in µM;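 active means displacement of at least 50% at 20 µM, with a fluorescence ratio check between 0.3 and a set limit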;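 further: plate controls were Siah plus tracer with DMSO for no effect and tracer alone without Siah for full effect; strong numbers were not always called active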
NTR1 ag = agonists of NTR1, primary screen, imaging, U2OS cells, beta-arrestin-GFP, high content (AID 493036) | Neurotensin receptor type 1 (Homo sapiens), P30989 | NTR1-U2OS beta-arrestin-GFP spot imaging, agonist mode | activation, % at 20 µM | actives 0.17% (n = 330,000);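 active means activation at or above 40% of the spot to cytoplasm intensity ratio, with at least 20 cells analyzed; inconclusive means wells under 20 cells, flagged as cytotoxic or low count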;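 further: 0% = DMSO without peptide and 100% = 100 nM NTR1 peptide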
Target sequence (P30989 whole entry, looked up): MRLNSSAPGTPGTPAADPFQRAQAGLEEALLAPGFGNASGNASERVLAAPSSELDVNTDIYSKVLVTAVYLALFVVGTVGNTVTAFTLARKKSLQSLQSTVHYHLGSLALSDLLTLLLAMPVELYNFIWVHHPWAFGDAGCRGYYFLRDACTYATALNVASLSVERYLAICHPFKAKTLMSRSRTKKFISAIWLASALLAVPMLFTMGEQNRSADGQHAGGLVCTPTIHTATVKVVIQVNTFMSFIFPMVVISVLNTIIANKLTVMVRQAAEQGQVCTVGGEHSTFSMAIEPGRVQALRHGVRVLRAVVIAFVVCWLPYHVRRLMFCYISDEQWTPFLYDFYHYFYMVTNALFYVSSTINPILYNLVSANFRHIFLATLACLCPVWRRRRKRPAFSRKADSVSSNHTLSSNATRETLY
GPR55 antagonists = GPR55 antagonists blocking LPI-driven arrestin recruitment, primary screen, imaging, U2OS, beta-arrestin-GFP, LPI agonist (AID 2013); inhibition, % at 10 µM; hits with a dose series show IC50 in µM; actives 0.13% (n = 290,000); U2OS GPR55 beta-arrestin-GFP translocation imaging, LPI antagonism; higher % means a stronger effect; G-protein coupled receptor 55 (Homo sapiens);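 active means spots per cell inhibited over 60%, with over 100 cells counted and total cytoplasm intensity under 500,000; inconclusive means wells with under 100 cells, flagged as likely toxic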;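 further: U2OS cells stably carrying GPR55 and arrestin-GFP stimulated by 5 µM LPI near EC80; imaged beta-arrestin-GFP aggregate spots per cell after agonist stimulation; plate controls were LPI-stimulated DMSO wells for no effect and DMSO wells without LPI for full effect; some results filed as inactive read as strong as hits; confirmed hits need IC50 under 10 µM and bright autofluorescent wells are also inconclusive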
LYP phosphatase = inhibitors of LYP phosphatase, biochemical, fluorescence intensity, uHTS (AID 1779); recombinant LYP phosphatase, fluorescence intensity; higher % means a stronger effect; actives 0.054% (n = 290,000); inhibition, % at 11.5 µM; hits with a dose series show IC50 in µM; Tyrosine-protein phosphatase non-receptor type 22 (Homo sapiens); in the data active means inhibition above about 50%;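 further: plate controls were vehicle with enzyme for no effect and no enzyme for full effect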
Salmonella PhoP GFP = inhibitors of PhoP regulon expression, primary screen, Salmonella Typhimurium, GFP reporter (AID 1863). S. Typhimurium PhoP-regulated promoter GFP reporter, 4 h; higher % means a stronger effect. one-dose inhibition, % at 50 µM; IC50 in µM for titrated hits. actives 0.16% (n = 300,000);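 active means inhibition over 29.93%, a cutoff 3 SD above the screen mean, later confirmed by dose response; inconclusive means inhibition over 29.93% but no dose response follow-up; inactive means inhibition at most 29.93% or unconfirmed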;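 further: 0% = low Mg2+ inducing control and 100% = high Mg2+ repressing control; strong numbers were not always called active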
HIV fusion peptide = inhibitors of HIV fusion peptide binding, primary screen, biochemical, uHTS, fluorescence dequenching (AID 1986); actives 0.3% (n = 290,000); one-dose inhibition, % at 20 µM; IC50 in µM for titrated hits; cell-free peptide binding, fluorescence dequenching, 30 min; higher % means a stronger effect; in the data active means inhibition mostly above about 52%, no sharp cut-off; inactive means mostly below about 76%; further: some results filed as inactive read as strong as hits
GPR35 arrestin U2OS = GPR35 antagonists blocking zaprinast-driven arrestin recruitment, primary screen, imaging, U2OS, beta-arrestin-GFP, zaprinast agonist (AID 2058); G-protein coupled receptor 35 (Homo sapiens); U2OS GPR35 beta-arrestin-GFP translocation imaging, zaprinast antagonism; higher % means a stronger effect; inhibition, % at 10 µM; hits with a dose series show IC50 in µM; actives 0.052% (n = 290,000);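 active means inhibition of at least 50% with at least 30 cells and total cytoplasm GFP at most 10,000,000; inconclusive means under 30 cells or total GFP of 10,000,000 plus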
MgcRacGAP inhibition = MgcRacGAP GTPase-activating activity inhibitors, confirmation, biochemical, ADP Hunter fluorescence; actives 0.6% (n = 340,000); MgcRacGAP-stimulated Rac1 GTP hydrolysis, ADP Hunter fluorescence; higher % means a stronger effect; GST-tagged Rac1 F28L mutant substrate; inhibition, % at 30 µM; hits with a dose series show IC50 in µM; AID 624330, 2012; Rac GTPase-activating protein 1 (Homo sapiens);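 active means first-screen hits whose inhibition reached a set limit at any dose in the follow-up dose series; inconclusive means inhibition above the set first-screen limit but never retested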;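 further: fluorescence reports GDP produced by GAP-driven GTP hydrolysis; strong numbers were not always called active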
NTR1 ag cell count 20 µM = further read-out of NTR1 ag, marked with its call; cell count; measured here: cell count, cytotoxicity flag
Myeloid diff 2 GFP+ MAC1+ % = recorded beside Myeloid diff 2, whose call it bears; GFP+ MAC1+ double positive, %; measured here: differentiation confirmed by MAC1 staining
* marks the source's active call; other numbers are inactive results; i = inactive; ? = inconclusive; . = not tested or not shown.

SMILES	Myeloid diff 2	Myeloid diff 2 GFP+ MAC1+ %	SIAH1 antagonists	NTR1 ag	NTR1 ag cell count 20 µM	GPR55 antagonists	LYP phosphatase	Salmonella PhoP GFP	HIV fusion peptide	GPR35 arrestin U2OS	MgcRacGAP inhibition
O=C(NCCNS(=O)(=O)c1ccccc1)N1CCOCC1	i	11	2%	1.4	48	28%	-5%	-10%	0.2%	-3%	1%
CCOc1cccc2sc(N(CCN(C)C)C(=O)c3ccc4c(c3)OCCO4)nc12	i	5.6	-5%	5.7	56	-6%	-6%	1%	-2.5%	5%	8%
CCNC(=O)CCSc1nc2cc(Cl)ccc2o1	i	1.1	1%	1.1	39	8%	-12%	17%	0.1%	1%	9%
CSc1nncn1/N=C/c1ccccc1F	i	1.6	1%	0.2	83	2%	4%	8%	8.9%	-7%	1%
COc1ccc(N2CCN(C(=O)c3ccc(Br)o3)CC2)cc1	i	0.4	8%	-1.3	47	9%	-13%	-4%	-0.2%	-1%	39%
O=C1CNC(=O)/C(=C/c2ccco2)N1	i	0.6	11%	0.1	46	8%	-4%	6%	25%	-2%	14%
CCC(C)C(NC(=O)OC(C)(C)C)C(=O)NC(C(=O)NC(C)C(N)=O)C(C)C (configuration not stated)	i	1.4	10%	1.7	48	2%	-4%	4%	-0.9%	10%	4%
COc1cc(CC(=O)OCC(=O)N2CC(=O)Nc3ccccc32)cc(OC)c1OC	i	0.6	-2%	-1.0	54	5%	-6%	-5%	1.8%	-5%	5%
Cn1c(=O)oc2cc(S(=O)(=O)N3CCCC(C(=O)Nc4nccs4)C3)ccc21 (configuration not stated)	i	0.8	2%	-1.6	95	-5%	-9%	3%	0.1%	-8%	4%
O=C(NCCc1c[nH]c2ccccc12)N[C@@H](Cc1ccccc1)C(=O)O	i	0.6	1%	-0.9	41	10%	0%	-15%	3.1%	-2%	.
CC1(c2ccc([N+](=O)[O-])cc2)Nc2ccccc2S1 (configuration not stated)	i	0.2	-7%	3.2	79	7%	0%	-1%	-1.7%	21%	27%
Cn1c(=O)c2c(nc(CN3CCN(C(=O)c4ccco4)CC3)n2Cc2cccc(Cl)c2)n(C)c1=O	i	0.8	4%	-0.2	84	-6%	-7%	2%	1.0%	2%	5%
Cc1ccc(NC(=O)CN(C)C(=O)Cn2ccsc2=N)cc1	i	0.3	-2%	0.2	67	2%	-4%	0%	1.6%	0%	6%
CCCCn1c(=O)[nH]c(=O)c2c1nc(COc1ccc(C#N)cc1)n2CCC	i	1.5	4%	3.8	46	-10%	-3%	-2%	-0.5%	-14%	10%
c1ccc(CN(Cc2cccs2)C(c2cccs2)c2nnnn2C2CCCC2)cc1 (configuration not stated)	i	1.5	-2%	2.5	73	51%	-3%	5%	2.7%	-14%	5%
Cc1ccccc1-c1nc(CS(=O)(=O)CC(=O)N2CCc3ccccc3C2)c(C)o1	i	1.2	0%	7.4	47	2%	-4%	-1%	-1.1%	-2%	4%
CCOC(=O)c1cc2c(ccn2C)n1CC(=O)N1CCN(c2ccccc2OC)CC1	.	.	-3%	.	.	-1%	-4%	-3%	0.9%	3%	.
O=C(NCC1CCCO1)c1nn2c(C(F)(F)F)cc(-c3cc(Br)cs3)nc2c1Br (configuration not stated)	i	2.7	-3%	17	42	-8%	-3%	-23%	16%	0%	2%
COc1ccc(/C=N/NC(=O)c2ccc(Cl)cc2)cc1Cn1cc(Cl)cn1	i	0.1	20%	-0.4	82	14%	-3%	-4%	-7.7%	6%	9%
CC(C)NC(C(=O)Nc1cc(Cl)cc(Cl)c1)c1ccccc1 (configuration not stated)	i	0.7	2%	0.7	52	-2%	-8%	-2%	-1.5%	-5%	11%
Oc1ccc(C2C[C@H]3CC[C@@H]2C3)cc1O (some centres not stated)	i	0.5	-3%	6.5	70	-12%	-7%	2%	2.5%	0%	7%
Cc1ccc(CNC(=O)C2CCCN(S(=O)(=O)c3c(C)noc3/C=C/N(C)C)C2)cc1 (configuration not stated)	i	0.1	-1%	3.9	62	1%	-1%	.	-1.3%	-9%	9%
Cc1ccc2c(=O)cc(C(=O)NCCc3ccc(S(N)(=O)=O)cc3)oc2c1	i	0.5	22%	0.8	90	6%	-5%	-5%	7.6%	4%	.
Cc1ccc(NC(=O)Nc2c(C)n(C)n(-c3ccccc3)c2=O)cc1C	i	0.0	9%	-0.4	45	11%	-3%	-2%	1.7%	1%	8%
COc1ccc(NC(=S)N2CCNC(=O)C2CC(=O)Nc2ccc(C)cc2)cc1 (configuration not stated)	i	0.8	4%	-3.2	61	8%	-2%	2%	-0.9%	3%	15%
Cc1ccnc(NC(=O)CNC(=O)c2ccco2)c1	i	0.1	.	-0.7	67	.	.	16%	.	.	3%
Cc1c(C(=O)O)cccc1-c1ccc(/C=C2/NC(=O)N(c3ccccc3)C2=O)o1	i	0.5	6%	2.6	46	6%	-3%	-4%	18%	11%	-7%
Cc1cc(C(=O)OCC(N)=O)c(C)n1-c1ccccc1	i	0.6	-4%	-1.0	51	-5%	-7%	-4%	-0.5%	-10%	0%
CCSc1nc2ccccc2n1C(=O)Oc1ccccc1	i	0.7	-2%	0.0	68	-2%	-4%	8%	1.9%	4%	9%
CCCC(=O)C1=C(N2CCCC2)CC(C)(C)C(C(=O)OC)C1=O (configuration not stated)	i	0.5	-3%	1.0	42	4%	-7%	-5%	-0.5%	-10%	8%
CN(Cc1cccs1)C(=O)Cn1cnc2cc([N+](=O)[O-])ccc2c1=O	i	0.9	-2%	1.8	46	5%	-4%	-7%	-2.6%	2%	9%
CC(=O)N/C(=C\c1ccc(F)cc1)C(=O)NC(Cc1c[nH]c2ccccc12)C(=O)O (configuration not stated)	i	0.4	-3%	0.1	53	5%	-8%	-12%	5.3%	-1%	5%
Cc1c(C(=O)O)sc2nc3n(c(=O)c12)CCC3	i	0.7	6%	-0.8	23	6%	0%	6%	5.8%	-9%	-7%
COc1cccc(C(=O)Nc2nnc(-c3ccc(OC)cc3OC)s2)c1	i	0.4	-6%	22	56	23%	-5%	-8%	1.8%	-1%	7%
COc1ccccc1N(C(=O)CNC(=O)c1ccco1)C(C(=O)NC1CCCC1)c1ccncc1 (configuration not stated)	i	0.6	5%	-0.1	67	-4%	-3%	-7%	-0.7%	-6%	3%
COC(=O)Cc1[nH]nc2c1C(c1cccc(OC)c1OC)C(C#N)=C(N)O2 (configuration not stated)	i	0.5	-8%	-0.1	80	5%	-8%	9%	-0.4%	-4%	5%
CC(=O)c1c(C)[nH]c(C(=O)Nc2ccccc2N2CCOCC2)c1C	i	1.1	4%	3.3	60	9%	-4%	-5%	-0.8%	7%	3%
Cc1nc(C)c(-c2ccc(SCc3ccc([N+](=O)[O-])cc3)nn2)s1	i	5.6	-5%	2.9	54	-21%	-5%	4%	-0.3%	8%	6%
COc1ccccc1OCCCCN1CCN(C(c2ccccc2)c2ccccc2)CC1	i	0.9	-15%	15	52	15%	-12%	12%	-1.8%	-14%	5%
COc1ccccc1C(=O)Nc1ccccc1C(=O)N1C(C)CCCC1C (configuration not stated)	i	0.2	-3%	13	60	4%	0%	6%	-0.1%	5%	15%
Cc1ccc(NC(=O)CCOc2ccccc2C)cc1C	i	0.3	6%	2.0	34	-3%	-5%	2%	1.2%	4%	7%
CSc1nc2cc(S(=O)(=O)N3CCCCC3)ccc2s1	i	1.1	1%	4.2	94	6%	-6%	-7%	-0.6%	5%	6%
Cc1nn(Cc2ccc(Cl)cc2)c(C)c1NC(=O)c1c(-c2ccccc2)noc1C	i	0.7	-4%	-0.8	92	3%	2%	5%	2.5%	-9%	5%
COc1ccc(C)cc1NC(=O)CN1CCN(CC(=O)Nc2ccccc2F)CC1	i	1.3	1%	-0.6	54	12%	-2%	4%	-0.7%	-10%	7%
CN(Cc1cccc2cnccc12)C(=O)c1cc(COc2ccc(F)cc2Cl)on1	i	3.2	2%	-0.7	68	-2%	-6%	4%	0.3%	7%	6%
Cc1cccc(NS(=O)(=O)c2ccc3c(c2)NC(=O)CC(=O)N3)c1	i	1.0	12%	-1.3	32	4%	-5%	2%	0.9%	6%	-1%
COc1cccc(CCc2nnc(CCC(=O)NCCc3cccc(C)n3)o2)c1	i	0.8	6%	0.8	78	10%	-4%	4%	-0.9%	6%	4%
Nc1nc(NC(=O)Cc2ccccc2)nn1-c1ccccc1	i	1.4	2%	-1.6	47	5%	-3%	-5%	1.0%	3%	8%
N#CCCN(Cc1cccnc1)C(=O)Nc1cccc(Cl)c1	i	0.9	2%	1.2	46	-9%	-1%	2%	-1.4%	18%	8%
CCc1ccc(NC(=O)CCC(=O)c2ccccc2)cc1	i	0.6	1%	0.8	93	?	2%	-76%	1.0%	6%	.
(listing goes on)
SMILES	Myeloid diff 2	Myeloid diff 2 GFP+ MAC1+ %	SIAH1 antagonists	NTR1 ag	NTR1 ag cell count 20 µM	GPR55 antagonists	LYP phosphatase	Salmonella PhoP GFP	HIV fusion peptide	GPR35 arrestin U2OS	MgcRacGAP inhibition
Cc1c(NC(=S)NC(=O)c2cc3ccccc3o2)c(=O)n(-c2ccccc2)n1C	i	1.5	1%	4.0	35	5%	0%	-8%	-3.0%	.	12%
COc1ccccc1C(=O)N/C(=C\c1cn(S(=O)(=O)N(C)C)c2ccccc12)C(=O)N1CCCCC1	?	.	15%	4.0	74	10%	-9%	-5%	1.9%	-13%	14%
CC(C)CC(NC=C1C(=O)OC(C)(C)OC1=O)C(=O)O (configuration not stated)	i	0.9	.	1.4	72	.	.	-1%	.	.	5%
CCNS(=O)(=O)c1ccc(NC(=S)NCc2ccco2)cc1	i	0.3	0%	-1.3	65	-11%	-5%	-4%	2.3%	3%	12%
C=CCc1c(C)nc2c(C)cccc2c1SC(=N)N	i	2.5	-2%	2.2	47	-5%	-5%	-16%	-1.4%	-5%	14%
Cc1ccc(C(=O)N/C(=C\c2cccs2)C(=O)NCc2ccncc2)cc1	i	3.9	0%	-1.3	58	-12%	-3%	-8%	-1.1%	3%	-4%
